# Screening results deposited in PubChem BioAssay by Sanford-Burnham Center for Chemical Genomics.
# Jurkat NFkB inh: inhibitors of induced NF-kB luciferase reporter, primary screen, TCR NF-kB activation inhibitor project, cell-based, luminescence, uHTS | Jurkat, PMA/ionomycin-induced NF-kB luciferase reporter | inhibition, % at 4 µM | hit rate 0.53% among 330,000
# EBI2 block: EBI2 receptor antagonists, beta-arrestin recruitment, primary screen, cell-based, luminescence, 7a,25-OHC stimulation, uHTS; 7a,25-OHC stimulated; hit rate 0.81% among 360,000; inhibition, % at 5 µM; G-protein coupled receptor 183 (Homo sapiens), P32249; in the data active means inhibition above about 38%;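 further: enzyme fragment complementation signal reports receptor beta-arrestin coupling in cells; 0% = agonist plus DMSO wells and 100% = wells without agonist; some results beyond the cut were filed as inactive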
# CCR6 antagonist: CCR6 receptor antagonists, primary screen, cell-based, CHO-K1, luminescence, beta-arrestin, uHTS. CHO-K1 CCR6 PathHunter beta-arrestin, CCL20-stimulated. hit rate 0.49% among 340,000. inhibition, % at 20 µM. AID 493098, 2011. C-C chemokine receptor type 6 (Homo sapiens), P51684;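 active means compounds whose inhibition of the agonist-driven luminescence signal at 20 µM reaches about 50%, limit read from the data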;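 further: cells stimulated with CCL20 at 14 nM final; plate controls were DMSO with CCL20 for no effect and DMSO without agonist for full effect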
# Target sequence (P51684 whole entry, looked up): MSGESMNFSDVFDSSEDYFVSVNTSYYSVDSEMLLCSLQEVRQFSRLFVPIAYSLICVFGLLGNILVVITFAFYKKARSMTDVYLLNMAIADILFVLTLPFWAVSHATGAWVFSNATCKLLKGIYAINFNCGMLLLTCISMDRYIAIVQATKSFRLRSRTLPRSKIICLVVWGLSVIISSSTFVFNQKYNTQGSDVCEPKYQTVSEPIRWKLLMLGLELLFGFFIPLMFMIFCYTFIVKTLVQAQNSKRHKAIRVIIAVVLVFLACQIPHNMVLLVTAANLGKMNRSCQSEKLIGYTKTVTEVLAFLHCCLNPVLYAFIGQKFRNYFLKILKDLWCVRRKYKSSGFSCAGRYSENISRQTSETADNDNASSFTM
# SENP8 block: SENP8 protease inhibitors, primary screen, biochemical, luminescence. Sentrin-specific protease 8 (Homo sapiens), Q96LD8. purified SENP8, Z-RLRGG-aminoluciferin cleavage. inhibition, % at 10 µM. hit rate 1.2% among 330,000. AID 2540, 2010
# Target sequence (Q96LD8 whole entry, looked up): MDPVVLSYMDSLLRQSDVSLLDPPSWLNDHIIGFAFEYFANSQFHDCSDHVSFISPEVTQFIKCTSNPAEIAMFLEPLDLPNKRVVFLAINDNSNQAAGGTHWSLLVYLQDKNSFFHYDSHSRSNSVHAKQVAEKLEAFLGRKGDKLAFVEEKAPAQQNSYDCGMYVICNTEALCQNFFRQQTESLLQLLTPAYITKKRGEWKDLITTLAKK
# 697 NFkB inh: inhibitors of PMA/ionomycin-induced NF-kB reporter, 697 cells, primary screen, B-cell NF-kB inhibitor project, cell-based, luminescence, uHTS | 697 B-cell NF-kB luciferase reporter, 16 h | inhibition, % at 4 µM | AID 435022, 2010 | hit rate 0.33% among 330,000; in the data active means inhibition above about 35%
# Apaf-1 inh: inhibitors of human Apaf-1 apoptosome, primary screen, biochemical, DEVD-Rh110 fluorescence, uHTS | Apoptotic protease-activating factor 1 (Homo sapiens), O14727 | reconstituted apoptosome caspase-3 activity | inhibition, % at 20 µM | hit rate 0.71% among 330,000 | AID 489030, 2010; active means inhibition of at least 40% at 20 µM;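 further: plate controls were DMSO wells for no effect and DEVD-CHO caspase inhibitor wells for full effect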
#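 System: Apoptosome proteins | Medium: Hepes pH 7.5 with detergent and BSA | Also added: Cytochrome c trigger plus (Z-DEVD)2-Rh110 caspase-3 substrate | Incubation: 30 min compound preincubation, 50 min activation, room temperature | Detection: Rhodamine 110 fluorescence at Ex 480/Em 540 nm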
# Gli-Sufu antag: Gli-Sufu pathway antagonists, primary screen, luciferase luminescence, Sufu-KO-LIGHT cells, uHTS; Sufu-KO-LIGHT fibroblasts, Gli luciferase reporter luminescence; inhibition, % at 5 µM; hit rate 0.74% among 340,000;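 active means inhibition above about 55%, limit read from the data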;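 further: 0% = DMSO-treated cells and 100% = wells with medium but no cells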
# UBC13 polyUb: UBC13 polyubiquitin chain formation inhibitors, primary screen, biochemical, TR-FRET, uHTS; Ubiquitin-conjugating enzyme E2 N (Homo sapiens), P61088; inhibition, % at 20 µM; hit rate 0.47% among 330,000; AID 485273, 2010; in the data active means inhibition above about 45%, passing the limit was not always enough
# Target sequence (P61088 whole entry, looked up): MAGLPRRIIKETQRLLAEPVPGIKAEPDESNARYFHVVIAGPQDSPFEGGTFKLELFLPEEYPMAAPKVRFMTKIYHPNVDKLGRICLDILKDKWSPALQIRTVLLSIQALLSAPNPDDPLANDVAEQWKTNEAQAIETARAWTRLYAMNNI
# Active calls of the source: *; . = no result given. Unless noted, no stated cut-off is given here; in the data, active means inhibition above about 50%; inactive means the rest. Only part of the results is shown (hit frequency here may not be typical).
cpd	canonical_smiles	Jurkat NFkB inh	EBI2 block	CCR6 antagonist	SENP8 block	697 NFkB inh	Apaf-1 inh	Gli-Sufu antag	UBC13 polyUb
1	CCNCc1nc2cc(Cl)ccc2c(=O)[nH]1	-11	-9	14	6	15	-9	-2	4
2	O=C(CCN1C(=O)c2cccc3cccc(c23)C1=O)Nc1ccon1	-14	6	-3	5	-10	9	-7	12
3	Cc1cc(C)c(S(=O)(=O)N2CCN(C(=O)c3cc(=O)[nH]c4ccccc34)CC2)c(C)c1	11	-6	7	5	11	0	-3	1
4	O=C(NCCO)c1ccc(-c2nnc(Nc3ccc(O)cc3)c3ccccc23)cc1	-18	-6	15	3	9	10	3	7
5	COc1ccc(COC(=O)CN2C(=O)NC3(CC(C)CC(C)(C)C3)C2=O)cc1F (centres undefined)	0	5	10	-5	13	10	5	8
6	CCCC[n+]1c(C)sc2ccc(C)cc21	2	7	-3	-5	7	-2	-2	-2
7	CCOc1ccc(NS(=O)(=O)c2cc(C(=O)NCC3CCCO3)ccc2Cl)cc1 (centres undefined)	-2	9	-3	9	13	1	-3	2
8	O=C(C[n+]1ccccc1)N/N=C/c1cc(Br)ccc1F	7	-10	1	-3	14	0	-7	6
9	COc1cccc(N=C2SC(C(=O)Nc3ccc(F)cc3)CC(=O)N2C)c1 (centres undefined)	-11	2	16	3	12	6	-2	-6
10	COc1ccc(-c2csc3ncn(CC(=O)N4CCOCC4)c(=O)c23)cc1	-9	-8	-14	-4	-8	4	-1	-2
11	CCOC(=O)C1CCN(C(=O)COc2cc(C)c(Br)cc2C)CC1	-2	71*	12	-9	-4	23	5	-2
12	O=C(O)CC(Cc1ccccc1)(C(=O)O)c1ccccc1 (centres undefined)	4	-3	-10	4	4	-4	-7	-1
13	COc1ccc(N(CC(=O)O)S(C)(=O)=O)cc1OC	2	1	15	4	3	-2	3	2
14	Cn1nc(C(=O)NCC(=O)Nc2ccc(F)c(F)c2F)c2ccccc2c1=O	10	-11	12	7	27	-10	-2	2
15	CCOc1ccc(NC(=O)C2CCCN(S(C)(=O)=O)C2)cc1 (centres undefined)	-4	-6	3	-5	2	-16	-6	8
16	CCc1cccc(NS(=O)(=O)c2c(C)nc3sc(CC)nn3c2=O)c1	0	-5	-9	4	-10	5	10	1
17	CCOC(=O)N1CCN(S(=O)(=O)c2ccc(Br)cc2)CC1	-9	9	15	-2	8	6	0	3
18	O=C(CSc1ncn(-c2ccccc2)n1)Nc1nc2c(s1)CCCC2	1	4	14	-6	-7	23	-5	-2
19	Cc1cc(C)n(CC(C)NC(=O)c2cc(COc3c(F)cccc3F)on2)n1 (centres undefined)	1	4	-8	-1	7	-2	-1	21
20	COc1ccc2cc(C(=O)C3CCCN(C(=O)c4cnccn4)C3)ccc2c1 (centres undefined)	-9	12	-2	3	-9	3	-40	12
21	C/C(=N\Nc1nc(Cl)c(Cl)cc1Cl)c1ccc(S(=O)(=O)NCc2ccco2)cc1	11	10	9	-1	-19	19	26	4
22	CCOc1ccc(C(=O)Nc2ccccc2N2CCOCC2)cc1	4	3	-6	-5	-8	5	0	-4
23	Nc1nc(NCc2ccccc2)nc(-c2ccccc2)n1	-3	1	3	4	23	3	3	7
24	CN1N=C(C(C)(C)C)CSC1=Nc1ccc(F)cc1	1	3	12	-3	4	-3	-2	-4
25	O=C(CCC(=O)c1cccs1)OCC(=O)c1ccc(Cl)s1	3	2	14	3	14	-2	-1	0
26	CCCc1cc(-n2cnc3ccccc32)n2c(nc3ccccc32)c1C#N	3	17	7	-8	-22	17	4	1
27	Cc1ccc(NC(=O)C2CCCN(S(=O)(=O)c3c(C)noc3C)C2)nc1 (centres undefined)	6	3	4	-2	0	0	-9	0
28	CCc1ccccc1NC(=O)c1cc(C2CC2)on1	-8	-5	6	-14	-16	15	-15	-2
29	O=C(Oc1ccccc1N1CCOCC1)c1ccccc1	8	6	-6	-5	2	-9	17	6
30	O=C(Nc1cccc2ccccc12)c1ccccc1NS(=O)(=O)c1cccc2cccnc12	1	-11	-15	3	8	4	2	-7
31	CCN(CC)CCN(C(=O)c1ccc(C(=O)c2ccccc2)cc1)c1nc2c(OC)cccc2s1	2	9	15	-6	13	9	29	15
32	S=c1[nH]nc(-c2ccn[nH]2)n1-c1ccccc1Cl	-5	-4	10	11	-3	-6	-2	3
33	COc1ccc(OC(=O)c2cc3cc(Cl)ccc3oc2=O)cc1	-14	-3	-7	0	-14	3	6	-14
34	C=CCN1C(=O)c2ccc(C(=O)OCC(=O)N(CC)C3CCS(=O)(=O)C3)cc2C1=O (centres undefined)	-2	-4	5	-17	16	-1	3	1
35	O=C(O)Cc1ccc(NS(=O)(=O)c2c(Cl)cccc2Cl)cc1	4	-4	3	7	1	-9	12	-2
36	CC1CCCC(C)N1/N=C/c1cccc([N+](=O)[O-])c1 (centres undefined)	-39	-7	4	4	-57	-1	11	-6
37	O=C1N(Cc2cccnc2)C[C@@H]2C[C@@H](c3ccc4nsnc4c3)N3CCC[C@@]123	4	-1	-3	-3	9	-10	7	4
38	Cc1ccc(C(=O)NNC(=S)Nc2cccc3ccccc23)s1	-80	-2	30	28	-76	16	1	-13
39	Cc1ccc(S(=O)(=O)N(C)C)cc1NC(=O)CCc1c[nH]c2ccccc12	2	-15	11	-14	-7	9	-10	1
40	COc1ccc(C(CNC(=O)C(C)Oc2ccc(Br)cc2)N2CCCC2)cc1 (centres undefined)	2	4	9	11	-8	0	10	1
41	CC(=O)/C=C(\C)Nc1ccc(-c2cnc(-c3ccccc3)o2)cc1	-116	8	6	78*	-133	25	-38	8
42	CSc1nsc(SC)c1C(N)=O	7	8	-9	5	3	-7	-6	2
43	COc1ccccc1C(=O)ON=C1c2ccccc2-c2ccccc21	-5	1	8	-1	3	16	-10	-2
44	CCOC(=O)[C@@H]1[C@H]2COc3ccc(Br)cc3[C@@H]2N2C(=O)N(c3ccc(Br)cc3)C(=O)[C@@]12C	21	4	-4	4	10	24	-1	24
45	CCn1cc(C(=O)N[C@@H](CCSC)C(=O)NC(C)(C)CO)c(=O)c2cc3c(cc21)OCO3	-2	-5	-5	-2	23	-1	3	11
46	CC(=O)N1CCN(C(=O)COC(=O)/C=C/c2ccc(C(F)(F)F)cc2)CC1	45	0	15	-2	-1	-4	-12	-14
47	Cc1ccc(C)c(N2CCN(C(=O)Cc3cn(C)c4ccccc34)CC2)c1	11	28	10	-28	-1	36	13	4
48	CSCCC(NC(=O)c1ccc([N+](=O)[O-])cc1Cl)C(=O)OCC(=O)NCC(F)(F)F (centres undefined)	-6	-10	-11	-8	14	6	6	-15
49	O=[N+]([O-])c1ccc(O)c(C=Nc2ccc3c(c2)OCCO3)c1	-36	-1	7	-12	-146	15	-2	-6
50	CC1=C(C(=O)OCc2ccccc2)C(c2ccccc2OS(=O)(=O)c2ccccc2[N+](=O)[O-])NC(=O)N1CCCC(=O)O (centres undefined)	8	.	-8	-15	-4	24	29	-34
51	C/C(=N\NC(=O)c1c(Cl)cnn1C)c1cccc(NC(=O)c2ccc(C)cc2)c1	-45	4	17	-13	-47	8	-37	-5
52	CC(=O)c1c(C(C)=O)c(C)n(Cc2ccc(Cl)cc2)c1C	7	3	5	1	-36	0	4	1
53	Cc1ccc2c(c1)c1nnc(SCC(=O)N3CCN(c4ccc(F)cc4)CC3)nc1n2CC(=O)O	-1	-1	-7	-2	10	-9	1	-3
54	CCc1ccc(OCC(=O)NC(=S)Nc2ccc(S(=O)(=O)NC3CCCCC3)cc2)cc1	-19	0	35	-9	-7	29	1	-5
55	CCn1cc(C(=O)NC(C)C2CC3CCC2C3)cn1 (centres undefined)	3	-6	6	2	3	8	-4	-2
56	COC(=O)c1ccccc1NC(=O)CN(c1ccc(OC)cc1)S(C)(=O)=O	13	11	2	-6	5	-9	3	4

# (further entries)
cpd	canonical_smiles	Jurkat NFkB inh	EBI2 block	CCR6 antagonist	SENP8 block	697 NFkB inh	Apaf-1 inh	Gli-Sufu antag	UBC13 polyUb
57	CC1c2cc3c(cc2CCN1C(=O)c1ccc(Br)cc1)OCCCO3 (centres undefined)	39	9	9	0	-11	18	3	-3
58	COc1ccc(-n2c(SCC(=O)NCc3cccs3)nnc2-c2ccoc2C)cc1	7	6	21	-3	-4	9	12	0
59	CCCC(=O)Nc1nnc(CCN2CCCCC2)s1	-9	-1	-5	7	14	-5	6	9
60	Cc1cc(S(=O)(=O)N2CCN(c3ccccc3C)CC2)ccc1F	1	15	-3	-4	5	10	4	4
61	O=C(Nc1cccc(NC(=O)c2ccccc2Cl)c1)c1ccc([N+](=O)[O-])o1	7	-4	4	2	10	6	13	-9
62	O=C(NCC1CCCO1)C(=Cc1cccc([N+](=O)[O-])c1)C(=O)NCC1CCCO1 (centres undefined)	-1	7	12	-3	24	-1	-3	-7
63	CC(C)n1cc(CN2CCCC(CO)(Cc3cccc(Cl)c3)C2)cn1 (centres undefined)	1	6	2	-4	-18	3	-9	2

# Some of the entries above, set out differently:
# The line under a structure holds: Jurkat NFkB inh, EBI2 block, CCR6 antagonist, SENP8 block, 697 NFkB inh, Apaf-1 inh, Gli-Sufu antag, UBC13 polyUb
49: O=[N+]([O-])c1ccc(O)c(C=Nc2ccc3c(c2)OCCO3)c1
    -36, -1, 7, -12, -146, 15, -2, -6
50: CC1=C(C(=O)OCc2ccccc2)C(c2ccccc2OS(=O)(=O)c2ccccc2[N+](=O)[O-])NC(=O)N1CCCC(=O)O (centres undefined)
    8, ., -8, -15, -4, 24, 29, -34
51: C/C(=N\NC(=O)c1c(Cl)cnn1C)c1cccc(NC(=O)c2ccc(C)cc2)c1
    -45, 4, 17, -13, -47, 8, -37, -5
52: CC(=O)c1c(C(C)=O)c(C)n(Cc2ccc(Cl)cc2)c1C
    7, 3, 5, 1, -36, 0, 4, 1
53: Cc1ccc2c(c1)c1nnc(SCC(=O)N3CCN(c4ccc(F)cc4)CC3)nc1n2CC(=O)O
    -1, -1, -7, -2, 10, -9, 1, -3
54: CCc1ccc(OCC(=O)NC(=S)Nc2ccc(S(=O)(=O)NC3CCCCC3)cc2)cc1
    -19, 0, 35, -9, -7, 29, 1, -5
55: CCn1cc(C(=O)NC(C)C2CC3CCC2C3)cn1 (centres undefined)
    3, -6, 6, 2, 3, 8, -4, -2
56: COC(=O)c1ccccc1NC(=O)CN(c1ccc(OC)cc1)S(C)(=O)=O
    13, 11, 2, -6, 5, -9, 3, 4
57: CC1c2cc3c(cc2CCN1C(=O)c1ccc(Br)cc1)OCCCO3 (centres undefined)
    39, 9, 9, 0, -11, 18, 3, -3
58: COc1ccc(-n2c(SCC(=O)NCc3cccs3)nnc2-c2ccoc2C)cc1
    7, 6, 21, -3, -4, 9, 12, 0
59: CCCC(=O)Nc1nnc(CCN2CCCCC2)s1
    -9, -1, -5, 7, 14, -5, 6, 9
60: Cc1cc(S(=O)(=O)N2CCN(c3ccccc3C)CC2)ccc1F
    1, 15, -3, -4, 5, 10, 4, 4
61: O=C(Nc1cccc(NC(=O)c2ccccc2Cl)c1)c1ccc([N+](=O)[O-])o1
    7, -4, 4, 2, 10, 6, 13, -9
62: O=C(NCC1CCCO1)C(=Cc1cccc([N+](=O)[O-])c1)C(=O)NCC1CCCO1 (centres undefined)
    -1, 7, 12, -3, 24, -1, -3, -7
63: CC(C)n1cc(CN2CCCC(CO)(Cc3cccc(Cl)c3)C2)cn1 (centres undefined)
    1, 6, 2, -4, -18, 3, -9, 2
